Bioassay records (PubChem BioAssay)
XiGFP reactiv – X-chromosome reactivation activator. XiGFP mouse fibroblasts, % GFP-positive cells imaging, 3 d; cells co-treated with 5-aza-dC sensitizer; scaled so ellipticine positive control = 100%. activation, % at 7.58 µM. 360,000 tested, 0.055% active. AID 743238;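 active = mean normalized replicate activation at least 10% and every replicate at or above 10%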;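 note: 0% = median of on-plate neutral control wells and 100% = ellipticine 6 µM median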
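assay system = SV40-immortalized XiGFP fibroblast cells, line 68-5-11 | buffer or medium = DMEM plus 5-aza-dC sensitizer | doses = single-point pinned compound dosing | times = 3-day compound exposure, then 15 min fixation at room temperature | benchmarks = positive control ellipticine, 6 µM final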
E-sel inducer – E-selectin induction on HUVECs; AID 686992; HUVEC E-selectin immunofluorescence imaging; normalized: neutral wells 0, TNF-alpha wells 100; P16581; 260,000 tested, 0.37% active; activation, % at 7.58 µM;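 active = mean E-selectin-positive cell signal at least 10% of the positive control, reached in at least 60% of replicates, without over 20% cell loss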;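 note: in these data hits start at about 27%; measured in HUVEC primary endothelial cells; signal is the percent of cells scored E-selectin positive by PE staining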
Target sequence (P16581 whole entry, looked up): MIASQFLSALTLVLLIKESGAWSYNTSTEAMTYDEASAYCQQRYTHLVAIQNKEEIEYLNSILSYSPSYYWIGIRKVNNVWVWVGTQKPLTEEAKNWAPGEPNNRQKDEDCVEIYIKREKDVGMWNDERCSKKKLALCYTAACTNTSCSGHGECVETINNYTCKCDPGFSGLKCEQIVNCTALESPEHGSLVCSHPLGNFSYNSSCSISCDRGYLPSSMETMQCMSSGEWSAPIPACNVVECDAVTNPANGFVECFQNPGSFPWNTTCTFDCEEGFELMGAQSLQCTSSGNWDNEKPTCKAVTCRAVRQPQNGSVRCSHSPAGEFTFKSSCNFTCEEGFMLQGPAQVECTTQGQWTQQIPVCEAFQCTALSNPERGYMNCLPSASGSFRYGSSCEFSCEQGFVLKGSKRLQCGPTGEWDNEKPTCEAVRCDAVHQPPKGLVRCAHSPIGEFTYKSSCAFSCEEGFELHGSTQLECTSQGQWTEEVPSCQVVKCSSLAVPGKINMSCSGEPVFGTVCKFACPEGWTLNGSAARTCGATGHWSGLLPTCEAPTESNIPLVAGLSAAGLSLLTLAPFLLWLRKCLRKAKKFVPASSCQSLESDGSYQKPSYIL
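Read-out: % PE-positive cells | Test system: HUVEC | Doses: One compound dose added by pin transfer | Buffer or medium: EGM-2 over gelatin coat | Signal: Immunofluorescence imaging | Benchmarks: TNF-alpha, DMSO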
esBAF inh – blocks esBAF chromatin remodeling in mouse ES cells | 350,000 tested, 2% active | reporter increase, % at 12.5 µM | AID 602393 | Bmi1-luciferase knock-in reporter, 24 h; 100% = twice the neutral-well signal; in the data active = activation above about 40%;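 note: 0% = median of the plate's neutral control wells and 100% = double that signal; a rise in the Bmi1 reporter signal indicates esBAF inhibition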
RAD54 inh – blocks human RAD54 Holliday junction branch migration | 360,000 tested, 0.14% active | FAM/BHQ fluorescence | Q92698 | inhibition, % at 10.4 µM | AID 602329;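 active = mean normalized replicate activity at least 40 and at least half of replicates scoring 40 or more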;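 note: 0% = median of neutral control wells and 100% = median of positive control wells; inhibitors cause a drop in the FAM fluorescence signal; in these data hits start at about 50%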
FN deposition inh – fibronectin deposition inhibition; AH1F fibroblasts, Alexa488-fibronectin deposition fluorescence, overnight; inhibition, % at 12.6 µM; 350,000 tested, 0.086% active; AID 743247;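 active = mean inhibition across replicates of 30% or more, regardless of how many single replicates reach that level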;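 note: positive control wells lacked labelled fibronectin entirely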
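Material: AH1F fibroblast monolayer depositing Alexa488-labelled fibronectin into matrix / Amount: 10000 AH1F cells per well / Signal: fluorescence 485/525 nm / Medium: DMEM, 2% serum / Compound: single dose, pinned / Incubation: 1 h cell adhesion before compound, then overnight fibronectin incubation / Reagent: Alexa488-FN, 24 nM final / Read-out: inhibition of fibronectin deposition signal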
RAD52 anneal inh – blocks human RAD52 DNA annealing. P43351. recombinant RAD52 DNA annealing, FRET fluorescence. inhibition, % at 18.7 µM. 360,000 tested, 0.46% active. AID 651710;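 active = every replicate showing at least 50% inhibition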
Target sequence (P43351 whole entry, looked up): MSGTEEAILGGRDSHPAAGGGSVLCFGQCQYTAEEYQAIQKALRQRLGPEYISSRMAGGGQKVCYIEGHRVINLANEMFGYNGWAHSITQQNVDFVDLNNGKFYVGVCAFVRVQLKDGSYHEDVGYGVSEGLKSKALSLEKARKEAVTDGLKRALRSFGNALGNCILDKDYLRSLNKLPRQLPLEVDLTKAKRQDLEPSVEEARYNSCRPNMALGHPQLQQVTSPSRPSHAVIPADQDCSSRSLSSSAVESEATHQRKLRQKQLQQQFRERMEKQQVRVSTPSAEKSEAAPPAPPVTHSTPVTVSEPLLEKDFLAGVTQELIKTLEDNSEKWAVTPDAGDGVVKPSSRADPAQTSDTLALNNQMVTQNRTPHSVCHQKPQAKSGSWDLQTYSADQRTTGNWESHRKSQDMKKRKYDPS
S100A4 MyoIIA – blocks human S100A4 binding to myosin IIA peptide; P26447; S100A4/TAMRA-MyoIIA peptide fluorescence polarization; inhibition, % at 10.7 µM; 360,000 tested, 0.14% active;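 active = mean inhibition of at least 70% across replicates, with every replicate also reaching that level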
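assay system = human S100A4 monomer with TAMRA-labelled myosin IIA peptide | also added = labelled myosin peptide probe, 5 nM | incubation = 5 min between mix addition and reading | control set = DMSO and TFP controls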
EWS-Fli inh – EWS/Fli transcriptional activity inhibition; 350,000 tested, 0.67% active; A673 NR0B1-luciferase reporter, viability-normalised; inhibition, % at 12.6 µM;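 active = mean inhibition of at least 50% after viability correction, with every replicate also passing that limit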;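 note: firefly luciferase signal divided by Alamar Blue viability fluorescence both relative to DMSO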
An asterisk follows results filed as active; / = no result given; & = joins results of further samples.

mol	XiGFP reactiv	E-sel inducer	esBAF inh	RAD54 inh	FN deposition inh	RAD52 anneal inh	S100A4 MyoIIA	EWS-Fli inh
COc1ccc(S(=O)(=O)N(C)C[C@@H]2Oc3c(NS(=O)(=O)c4c(C)noc4C)cccc3C(=O)N([C@@H](C)CO)C[C@@H]2C)cc1	-0.1	-0.4	-7	-3	/	-4	-44	9
Cc1sc2nc(COC(=O)c3cccc(OC(F)F)c3)[nH]c(=O)c2c1C	0.0	4.8	/	-3	-7	-23	44	10
CC1CCCCN1CCCNC(=O)c1c(O)nc2ccccn2c1=O (stereo not given)	0.2	1.2	-2	5	0	-7	-4	/
O=C(O)COc1ccc2c(c1)O/C(=C\c1ccco1)C2=O	0.0	-0.2	-3	-19	4	-107	-11	2
Cc1ccc(Cl)cc1NS(=O)(=O)c1cn(C)nc1C	0.1	-0.6	4	-21	/	-15	4	/
CCOc1ccc(N2C(=O)CC(/C=C3/N(C)c4ccccc4C3(C)C)C2=O)cc1 (stereo not given)	0.0	/	/	/	2	-16	-5	1
C[C@@H]1CN([C@H](C)CO)C(=O)Cc2cc(NC(=O)C3CCCCC3)ccc2O[C@@H]1CN(C)S(C)(=O)=O	0.0	-0.5	-5	2	/	-3	-1	-6
COc1ccc(CCC(=O)NNC(=O)Nc2ccc(C(C)=O)cc2)cc1	0.1	-1.0	-6	1	-2	-8	0	/
Cc1ccc(S(=O)(=O)N(C)C[C@H]2OCCCC[C@H](C)Oc3ccc(NC(=O)Nc4ccc(C(F)(F)F)cc4)cc3C(=O)N([C@@H](C)CO)C[C@H]2C)cc1	0.3	/	-3	-2	-6	-2	0	-1
CC(C)C1Nc2c(O)cc(Cl)c([N+](=O)[O-])c2C2C=CCC21 (stereo not given)	-0.1	/	/	-6	-8	3	17	9
O=C(C[C@H]1C[C@H]2c3cc(NC(=O)Cc4ccncc4)ccc3O[C@H]2[C@@H](CO)O1)NCc1ccc2c(c1)OCO2	0.3	0.8	-4	2	/	-3	-9	12
CC(C)(O)C#Cc1cccc(-c2nc(C(=O)NCCCN3CCOCC3)cc3c2[C@H](CCO)N(S(=O)C(C)(C)C)C3)c1 (stereo not given in full)	0.1	-1.1	2	-15	3	-25	-24	2
CC(C)C[C@H](NC(=O)N1CC(=O)Nc2ccccc21)C(=O)N1CCC(C(=O)O)CC1	0.4	3.3	3	6	6	-2	1	0
CCCC(C(=O)Nc1ccc(C)c(S(=O)(=O)N2CCOCC2)c1)c1ccccc1 (stereo not given)	0.1	/	-5	-6	-13	1	1	-5
Cc1cn(C)c(=O)n(C)c1=O	/	/	-15	-4	/	1	6	-2

mol	XiGFP reactiv	E-sel inducer	esBAF inh	RAD54 inh	FN deposition inh	RAD52 anneal inh	S100A4 MyoIIA	EWS-Fli inh
Cn1c(-c2ccco2)n[nH]c1=S	0.0	/	/	/	/	-15	-15	4
COc1ccc(-c2cnc3c(c2)C(=O)N([C@@H](C)CO)C[C@@H](C)[C@H](CN(C)C)O3)cc1	-1.0	-0.5	-3	-6	3	3	0	-2
O=C(CCC(=O)c1cccs1)NNC(=O)c1cc(Cl)ccc1Cl	0.1	-0.2	-5	3	0	-7	0	4
N#C/C(=C\c1ccc(-c2ccc([N+](=O)[O-])cc2)o1)C(=O)Nc1nc(-c2cccs2)cs1	-0.2	/	/	/	-12	-17	0	-10
CCc1ccc(C2CC(c3ccccc3Cl)Nc3nc(N)nn32)cc1 (stereo not given)	-0.1	0.0	-13	6	-9	-11	6	10
CCC1(CC)NC(=O)N(CC(=O)OCC(=O)c2ccccc2OC)C1=O	-0.1	2.4	/	/	0	-5	0	2
CC(C)C[C@H](NC(=O)c1nc[nH]c1C(=O)N[C@@H](CC(C)C)C(=O)OCc1ccccc1)C(=O)OCc1ccccc1	0.1	/	-4	-2	-2	-5	-5	5
CCCc1nnc(NC(=O)CCC(=O)NC2CC2)s1	0.0	-0.5	-10	5	5	-12	2	/
O=C(NCC1CC1)[C@H]1[C@H](CO)[C@H]2Cn3c(ccc(C4=CCCC4)c3=O)[C@H]2N1Cc1ccccc1F	0.5	-0.2	6	-11	/	-49	-6	2
CO[C@@H]1CN(C)C(=O)c2cc(NC(=O)Nc3ccccc3)ccc2OC[C@H](C)N(C(C)=O)C[C@H]1C	0.3	-0.2	5	3	11	6	2	10
COc1cccc(Nc2nc(-c3sc(NC(=O)CC(C)C)nc3C)cs2)c1	0.0	/	0	1	2	-68	-8	3
COc1ccc(C(=O)N/C(=C\c2ccc3c(c2)OCO3)C(=O)Nc2ccc(C(=O)O)cc2)cc1	-0.1	/	/	/	1	-9	4	-17
Cc1c(CCO)c(=O)[nH]n1S(=O)(=O)c1ccccc1	0.0	/	0	2	/	-5	-3	-20
COC(=O)[C@@]1(Sc2ccc(C)cc2)CC(=O)N[C@@H]1c1ccco1	-0.2	3.0	/	/	-10	-12	-3	0
CCOc1cc2c(cc1O)CCC1C2CCC2(C)C(O)CCC12 (stereo not given)	4.0	0.5	/	/	24	-12	-6	55*

mol	XiGFP reactiv	E-sel inducer	esBAF inh	RAD54 inh	FN deposition inh	RAD52 anneal inh	S100A4 MyoIIA	EWS-Fli inh
CCC(Cc1ccccc1)NC(=O)CCc1ccccc1 (stereo not given)	0.0	/	-4	-4	-11	-14	-7	-4
C[C@@H]1CN([C@@H](C)CO)C(=O)c2ccccc2-c2ccccc2CO[C@@H]1CN(C)S(=O)(=O)c1ccccc1C#N	1.1	-2.8	-3	1	3	4	2	1
CN(C)C(=O)c1cccc(-c2ccc(C3[C@@H]4CN(C(=O)c5cnccn5)C[C@H]3N4)cc2)c1 (stereo not given in full)	0.0&0.0	0.0&-0.1	/	/	-6&-9	/	/	-1&-6
O=C(NCCN1CCN(c2ccccc2)CC1)Nc1ccccc1Br	0.0	/	-5	-11	-14	-10	1	3
CCOc1ccc(-n2c(C)nc3cc(C(=O)NCc4ccc5c(c4)OCO5)ccc32)cc1	1.2	-2.4	/	1	-8	-27	4	8
Cc1ccc(NC(=O)C2CCN(S(=O)(=O)c3ccc(Cl)c(C(F)(F)F)c3)CC2)nc1	0.2	/	14	-4	-1	3	0	-6
C[C@@H]1CN([C@@H](C)CO)C(=O)Cc2cc(NS(C)(=O)=O)ccc2O[C@@H]1CN(C)Cc1ccccc1	0.1	0.1	-5	-5	/	9	1	-5
COc1cccc([C@@H]2CC=C(C(=O)O)[C@H](c3ccccc3F)N2S(=O)(=O)c2ccc(C)cc2)c1	0.0	/	-4	3	3	4	-2	-1
O=C(C[C@H]1CC[C@H]2[C@@H](COC[C@H](O)CN2C(=O)c2ccccc2F)O1)N1CCN(c2ccccc2)CC1	-0.1	-0.1	-6	-4	2	-21	-38	-61
CCc1nc(NCc2ccccc2)c(C#N)c2c1CCCC2	0.1	/	/	9	12	-8	-3	0
Cc1onc(-c2ccccc2Cl)c1C(=O)NCc1nc(-c2ccc(C(F)(F)F)cc2)no1	0.4	1.7	/	/	-9	-5	2	12
CCOc1cc(Br)ccc1S(=O)(=O)NCc1ccccc1	/	/	-4	8	/	-4	5	-24
CO[C@@H]1CN(C)C(=O)c2cc(NC(=O)Nc3cc(F)ccc3F)ccc2OC[C@@H](C)N(C(=O)c2cnccn2)C[C@H]1C	0.0	0.3	1	-4	4	-2	3	-3
COc1ccc(Nc2nc(N)nc(CSc3nc(C)cc(C)n3)n2)cc1	0.0	/	/	/	3	-19	0	-7
O=S(=O)(NCC(c1ccco1)N1CCCCC1)c1cccc(C(F)(F)F)c1 (stereo not given)	0.2	0.4	-51	-9	-3	2	-6	-6

mol	XiGFP reactiv	E-sel inducer	esBAF inh	RAD54 inh	FN deposition inh	RAD52 anneal inh	S100A4 MyoIIA	EWS-Fli inh
CCCN1[C@@H]2Cn3c(ccc(-c4cccc(F)c4)c3=O)[C@H]1[C@@H](C(=O)NCC)[C@@H]2CO	-0.1	-0.1	2	3	/	-10	-15	8
O=C(CCC(=O)Nc1ccccc1)NNC(=O)c1ccccc1Cl	0.4	0.4	/	/	2	-7	2	0
Cc1noc(C)c1NC(=O)Nc1ccc2c(c1)C(=O)N([C@H](C)CO)C[C@H](C)[C@@H](CN(C)C(=O)NC1CCCCC1)OCCCC[C@@H](C)O2	0.1	0.9	-4	-1	/	7	2	-4
CCC(=O)Nc1ccc2c(c1)C(=O)N(C)C[C@H](OC)[C@@H](C)CN(CC1CCCCC1)[C@@H](C)CO2	0.5	-0.1	9	-3	11	10	-11	-1
CSc1ccccc1NC(=O)CN(C)C(=O)c1ccc2c(c1)OCCO2	0.2	-0.3	1	5	-12	-23	0	0
COCCNC(=O)C(NC(=O)C1CCCCC1)C(C)C (stereo not given)	0.3	/	1	/	-2	-9	11	10
Cc1ccc(NC(=O)COC(=O)CNC(=O)c2ccc3ccccc3c2)c([N+](=O)[O-])c1	0.2	0.0	/	/	5	-2	-14	1
CC(C)CC#Cc1ccc2c(c1)O[C@H](CN(C)Cc1ccccc1)[C@@H](C)CN([C@H](C)CO)S2(=O)=O	-0.8	-0.1	2	/	-11	/	/	25
CC(=O)c1cccc(Oc2cc(NN3CCCCC3)c([N+](=O)[O-])cc2[N+](=O)[O-])c1	0.2	-0.2	0	13	0	-26	-1	4
CCOC(=O)N1CCN(C(=O)c2cn(C)c3ccc(S(=O)(=O)N(C)C4CCCCC4)cc3c2=O)CC1	0.2	/	-3	-17	-1	-14	1	/
Cc1cccc2c1CC(C)(C)N/C2=C\C(N)=O	4.8	/	1	1	-2	/	1	/
O=C(NC1CCCC1)[C@H]1[C@H](CO)[C@H]2Cn3c(ccc(-c4cccnc4)c3=O)[C@@H]1N2CCc1ccccc1	0.3	-1.4	-3	-22	/	-7	64	-2
Cc1ccc(-c2nnc(-c3ccc4ccccc4c3)o2)cc1	0.0	0.0	54*	/	-4	-7	1	-81
CS(=O)(=O)c1ccc(Nc2nc(C(N)COCc3ccccc3)cs2)cc1 (stereo not given)	-0.1	0.0	-5	14	7	-23	5	4
O=C(C[C@@H]1C[C@H]2c3cc(NC(=O)CC4CC4)ccc3O[C@H]2[C@@H](CO)O1)NCc1cccc(F)c1	0.4	0.2	-4	1	4	2	-8	-1

Three compounds picked at random from those above:
mol	XiGFP reactiv	E-sel inducer	esBAF inh	RAD54 inh	FN deposition inh	RAD52 anneal inh	S100A4 MyoIIA	EWS-Fli inh
CS(=O)(=O)c1ccc(Nc2nc(C(N)COCc3ccccc3)cs2)cc1 (stereo not given)	-0.1	0.0	-5	14	7	-23	5	4
CC(=O)c1cccc(Oc2cc(NN3CCCCC3)c([N+](=O)[O-])cc2[N+](=O)[O-])c1	0.2	-0.2	0	13	0	-26	-1	4
CC(C)CC#Cc1ccc2c(c1)O[C@H](CN(C)Cc1ccccc1)[C@@H](C)CN([C@H](C)CO)S2(=O)=O	-0.8	-0.1	2	/	-11	/	/	25

Other records follow:
mol	XiGFP reactiv	E-sel inducer	esBAF inh	RAD54 inh	FN deposition inh	RAD52 anneal inh	S100A4 MyoIIA	EWS-Fli inh
CCCNC(=O)N1[C@H](C#N)[C@@H](c2ccccc2C2=CCCC2)[C@@H]1CO	0.0	-0.1	/	/	-2	1	3	-16
CCOC(=O)Cn1nc(C)n(-c2ccc(Cl)cc2)c1=O	0.3	-1.7	/	/	/	-16	-12	3
COc1ccc(CNC(=O)CC23CC4CC(CC(C4)C2)C3)cc1OC	0.3	/	6	3	-21	-7	-9	-7
COc1c(OC(C)=O)c(=O)n2c3ccccc3c3ccnc1c32	/	/	-11	14	/	-6	-6	-22
